# Assay outcomes as filed in PubChem BioAssay.
# MCF10A rereplic: inducers of DNA re-replication in MCF 10A breast cells | Potency, µM (highest dose often 46.1 µM), without a hit: at the highest dose activity, positive = re-replication, hits mostly activators | actives 2.9% (n = 350,000) | MCF 10A DNA re-replication, Hoechst nuclear intensity, 48 h; also: potency is read from the fitted curve at half-maximal effect; % of control where 0% means no effect; nearly all actives have a fitted effect of over 50% in size
# TGFb SMAD3 inh: blocks TGF-b signaling. HepG2 CAGA-GFP TGF-b/SMAD3 reporter, GFP fluorescence, 18 h; TGF-beta stimulated, 500 pg/mL final. Potency, µM (series often up to 46.1 µM), inactives show top-dose activity, negative = inhibition, most hits filed as inhibitors. actives 1.2% (n = 410,000). AID 588855; also: potency is read from the fitted curve at half-maximal effect; % is scaled to controls: 0 for no effect and ±100 for the full control effect; nearly all actives have a fitted effect of over 65% in size
#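 Read-out: total well GFP (ex488/em500-530) summed from mean per-cell fluorescence. Cells: HEPG2 CAGA-GFP, 1% FBS DMEM, 18 h at 37 degrees C with 500 pg/mL final TGF-beta. Unstimulated wells served as the full-inhibition control; stimulated DMSO wells = 0%.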
# Nrf2 inh: inhibitors of Nrf2 signaling | A549 ARE-Fluc reporter, luciferase luminescence, 18-24 h | Potency, µM (top dose mostly 46 µM), without a hit: at the highest dose activity change, negative = inhibition, hits mostly inhibitors | actives 2.1% (n = 360,000); also: potency is read from the fitted curve at half-maximal effect; % is scaled to controls: 0 for no effect and ±100 for the full control effect; nearly all actives have a fitted effect of over 60% in size
#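 Nrf2 function is reported as luminescence of an ARE-controlled luciferase in A549 cells. Compounds were tested at several concentrations, and a CellTiter-Fluor read on the same wells flagged cytotoxicity.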
# IL-1B inflam inh: inhibitors of inflammasome signaling (IL-1 beta secretion); actives 4.7% (n = 360,000); AID 743279; activity change, % at 57.5 µM; THP-1 LPS/ATP IL-1B secretion, AlphaLISA, 16 h; hits give low values; in the data active = activity change below about -50%; inconclusive = mostly about -30% to -49%; also: % is scaled to controls: 0 for no effect and ±100 for the full control effect
#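 THP-1 cells pretreated 1 hr with compounds (up to 57.5 uM final), then stimulated with LPS (250 ng/mL final) plus ATP (1.25 mM final); secreted IL-1B measured by AlphaLISA after 16 hr, decreased signal indicating inhibition.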
# HepG2 viability: HepG2 cytotoxicity, counter-screen for TGF-b inhibitors; HepG2 CAGA-GFP viability, ATP luminescence, 18 h; actives 0.76% (n = 410,000); Potency, µM (titrated, usually from 46.1 µM), for inactives: top-dose activity change, negative = cytotoxicity, hits mostly cytotoxic; also: potency is read from the fitted curve at half-maximal effect; some results filed as inactive show a strong effect at the top dose
#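 CellTiter-Glo luminescence gave cytotoxicity after 18 hours at 37 degrees C. The cells were HepG2 CAGA-GFP in 1% FBS DMEM, stimulated with 500 pg/mL TGF-beta after compound addition. %Activity was normalised to no-cell wells (complete cell-killing) and DMSO (no toxicity), and curves were fitted and classified.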
# ATXN2 expr inh: inhibitors of ATXN2 expression; HEK-293 ATXN2-luciferase reporter, luminescence, 24 h; Potency, µM (highest dose often 57 µM), without a hit: at the highest dose activity change, negative = inhibition, actives largely listed as inhibitors; actives 0.72% (n = 360,000); AID 1745845; also: potency is read from the fitted curve at half-maximal effect; % is scaled to controls: 0 for no effect and ±100 for the full control effect; nearly all actives have a fitted effect of over 55% in size
#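 qHTS (up to 57 uM final) was run with 24 h compound exposure of reporter cells at 37 °C. Each well was multiplexed: SteadyGlo luminescence measured ATXN2-luciferase expression after a fluorogenic Gly-Phe-AFC viability readout (25 uM final).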
# Nrf2 ARE act: activators of Nrf2 (ARE) signaling | AREc32 ARE-luciferase reporter (MCF7-derived line), luminescence, 24 h | Potency, µM (series often up to 46.1 µM), for inactives: top-dose activation, actives largely listed as activators | actives 0.31% (n = 410,000); also: potency is read from the fitted curve at half-maximal effect; % of control where 0% means no effect; nearly all actives have a fitted effect of over 65% in size
#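 AREc32 cells carrying an ARE-driven firefly luciferase reporter were seeded at 1000 cells/well in OPTI-MEM with 5% FBS, then exposed to compound for 24 hr at 37 deg C. Luminescence was read with Steady-Glo after 30 min at RT.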
# A549 viability: counter-screen for Nrf2 inhibitors: cytotoxicity in A549 cells; AID 504648; actives 0.16% (n = 390,000); Potency, µM (doses to about 46 µM), inactives show top-dose activity change, negative = cytotoxicity, usual class: inhibitors; A549 ARE-Fluc cells, CellTiter-Fluor viability, 18-24 h; also: potency is read from the fitted curve at half-maximal effect; % is scaled to controls: 0 for no effect and ±100 for the full control effect
#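 A549 ARE_Fluc cells in 5% FBS OPTI-MEM were exposed to compounds in concentration-response for 18-24 h at 37 deg C. Viability was read by CellTiter-Fluor fluorescence (Ex 405/Em 525) after 30 min, before the luciferase read.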
# ATXN viability: cell viability loss in ATXN counter-screen; S2 cells (HEK-293 line with an ATXN2-luciferase reporter) viability, CellTiter-Fluor protease fluorescence, 24 h; Potency, µM (highest dose often 56.7 µM), actives largely listed as cytotoxic; actives 0.49% (n = 400,000); also: potency is read from the fitted curve at half-maximal effect; nearly all actives have a fitted effect of over 40% in size
# * marks the source's active call; other numbers are inactive results; i = inactive; u = inconclusive; x = not tested or not shown; [ ] = remark or other dose. Unless noted, calls follow the shape of the dose curve; as a rule, active = well fitted curve in the direction sought with a large enough effect; inconclusive = small, poorly fitted or top-dose-only effect, or another doubt; inactive = no such curve, though single readings can be large; an effect the other way counts as inactive or inconclusive. Compounds as they come; 8.8% or so of the library scored in one or more.
# Every second line gives: MCF10A rereplic | TGFb SMAD3 inh | Nrf2 inh | IL-1B inflam inh | HepG2 viability | ATXN2 expr inh | Nrf2 ARE act | A549 viability | ATXN viability
Cc1ccc2c(=O)cc(C(=O)N(Cc3ccc(C(C)(C)C)cc3)C3CCS(=O)(=O)C3)oc2c1 (stereo unspecified)
  x | u | -15% | x | 0% | -32% | 5.8% | -27% | u
CCOc1ccc(NC(=O)CN(C)C(=O)c2ccc(OCc3ccccc3)c(OC)c2)cc1OCC
  15% | u | -6% | -9 | 4% | -7% | 2.0% | -5% | i
O=C(COc1ccc(Cl)cc1)NNC(=O)c1cccnc1
  -4% | 11% | -1% | 20 | 16% | 3%[11.3 µM] | -0.2% | -6% | i
O=C(NC1CC1)c1cccc(NC(=O)C2CCN(S(=O)(=O)c3ccccc3C(F)(F)F)CC2)c1
  x | -2% | x | -8 | -5% | x | -0.6% | x | i
Cc1ccccc1NC(=O)Cn1cnc2c(oc3nc4c(cc32)COC(C)(C)C4)c1=O
  -4% | -10% | 11% | -6 | -4% | -2% | 0.4% | 0% | i
Clc1nccc(NCc2ccccc2)n1
  2% | 0% | -2% | -6 | 12% | -16% | -0.5% | 4% | i
CC(=O)N1CCN(C(=O)c2ccc3c(c2)OCCO3)CC1
  -1% | 0% | 4% | -7 | 8% | -3% | -0.3% | -2% | i
O=C(C1=C[C@H](c2coc3ccccc3c2=O)C[C@H](OCc2ccc(CO)cc2)O1)N1CCN(Cc2ccccc2)CC1
  u | -10% | -11% | -64* | -16% | -31% | 4.1% | 4% | i
O=C(CSc1ccccc1C(=O)O)Nc1cccc(C(=O)O)c1
  0% | -16% | 0% | 19 | 8% | 4% | -0.4% | 3% | i
COc1cc(/C=N/NC(=O)Cc2c[nH]c3ccccc23)cc(OC)c1OC
  17% | 5% | -27% | 9 | -12% | 18% | 5.5% | 0% | i

# Structures listed so far that bear a hit mark in IL-1B inflam inh.
smiles,TGFb SMAD3 inh,IL-1B inflam inh
O=C(C1=C[C@H](c2coc3ccccc3c2=O)C[C@H](OCc2ccc(CO)cc2)O1)N1CCN(Cc2ccccc2)CC1,-10%,-64*

# (continued)
# Every second line gives: MCF10A rereplic | TGFb SMAD3 inh | Nrf2 inh | IL-1B inflam inh | HepG2 viability | ATXN2 expr inh | Nrf2 ARE act | A549 viability | ATXN viability
CC(C)OCCCNC(=O)Cc1ccc(NC(=O)N2CCCCc3ccccc32)cc1
  x | -1% | -20% | x | -2% | 8% | -0.3% | 14% | i
COC(=O)c1c(NC(=O)C(C)C)sc2c1CCN(Cc1ccccc1)C2
  1% | 13% | 7% | -12 | -7% | -18% | 1.6% | 1% | u
NS(=O)(=O)c1ccc(CCNC(=O)c2cc3ccccc3oc2=O)cc1
  -3% | 0% | 1% | 5 | 20% | -16% | -0.5% | 5% | i
O=c1[nH]cnc2c1c(-c1ccccc1)cn2-c1ccccc1
  -2% | u | 2% | -12 | -16% | x | 1.5% | 1% | i
Cc1nc(SCC(=O)NC(=O)NCc2ccco2)nc(C)c1C
  -2% | -4% | 1% | 22 | 14% | -5% | 2.8% | -4% | u
Cc1cccc(-c2nnc(SCCOc3ccc4c(C)cc(=O)oc4c3)o2)c1
  -1% | 0% | u | -6 | 0% | -5% | -0.6% | -4% | i
Cc1ccc(C2=NS(=O)(=O)N(C)C(C(=O)NC3CCCC3)=C2)cc1
  6% | -18% | u | 1 | -35% | -13% | 0.9% | -7% | i
O=S(=O)(c1ccc(F)cc1)N1CCN(c2ncccn2)CC1
  10% | 4% | -15% | -11 | -15% | -9% | -0.9% | 0% | i
CC(C)c1nc2sc3c(=O)n(N)cnc3c2c2c1COC(C)(C)C2
  -1% | 8% | 2% | 26 | -5% | 4% | 0.2% | 0% | i
COc1cc(N)c2ncccc2c1OC
  -13% | 12% | 2% | 12 | -4% | 0% | 3.6% | -6% | i
COc1ccc2nc(/C=N/NC(=O)[C@H](CCSC)NC(=O)OC(C)(C)C)ccc2c1
  -4% | -3% | -17% | -11 | 15% | -16% | 2.3% | -2% | u
O=C(NCC(c1ccco1)N1CCCC1)c1ccccc1Sc1ccc(C(F)(F)F)cc1[N+](=O)[O-] (stereo unspecified)
  12% | -24% | u | -75* | 1% | -16% | 11% | -8% | i
COc1ccc(-c2nnc3ccc(SCC(=O)Nc4cc(C)on4)nn23)cc1OC
  0% | -7% | 4% | 18 | 7% | -21% | -0.8% | 4% | i
CC(C)CCNC(=O)c1ccc2c(c1)ncn2C1CCCCC1
  25% | -4% | 17% | -28 | 5% | 15% | -0.7% | -4% | i
CCC1(C(=O)c2ccccc2)C2c3cc(Br)ccc3OC(=O)C21C(=O)N1CCOCC1 (stereo unspecified)
  5% | 9% | 2% | 28 | -5% | -7% | 0.1% | -2% | i
CCCCOc1ccc(NC(=O)C(=O)NCCC2=CCCCC2)cc1
  4% | -9% | 12% | u | 11% | 4% | -0.5% | -5% | i
Cc1ccc(S(=O)(=O)NCCc2csc(-c3cccc(F)c3)n2)cc1
  x | u | x | x | -43% | u | 0.7% | 3% | u
Cc1nnc2n(-c3ccccc3)c(=O)c3c4c(sc3n12)COC(C)(C)C4
  6% | u | x | 5 | -2% | -1% | -0.3% | -6% | i
O=C(NNc1nc(-c2ccccc2)cs1)c1ccco1
  3% | u | -16% | -14 | -4% | 10% | 18% | u | i
CCOC(=O)c1ccc(CN(Cc2ccc(F)cc2)S(=O)(=O)c2ccc(F)c(C(=O)Nc3cc(Cl)ccc3OC)c2)cc1
  x | 2% | x | x | 7% | x | 0.5% | -1% | x
Cc1nn(C)cc1C1C(C#N)=C(N)N(c2ccc(F)c([N+](=O)[O-])c2)C2=C1C(=O)CCC2 (stereo unspecified)
  13% | 39%[activator] | -4% | -66* | -3% | -16% | u | -9% | i
O=C(NCc1ccccc1)c1c(F)c(F)c(F)c(F)c1F
  18% | -20% | 24% | -19 | -4% | 1% | 0.2% | -17% | i
CCOc1ccc(C(=O)n2cc(C(=O)OC)c3ccccc32)cc1OCC
  12% | -1% | -18% | -4 | 17% | 12% | -0.4% | 1% | i
CCN(CC)S(=O)(=O)c1ccc(C(=O)NNC(=O)c2cccs2)cc1
  1% | 0% | 3% | 4 | 9% | 8% | 0.4% | -5% | u
CCOC(=O)C1CCCN(CC(O)COC(c2ccccc2)c2ccccc2)C1 (stereo unspecified)
  3% | 4% | -8% | 7 | 19% | -6% | 1.9% | 0% | i
O=C(NCc1ccco1)/C(=C/c1cccc([N+](=O)[O-])c1)NC(=O)c1ccco1
  -8% | 4% | 5% | -10 | -3% | -21% | 0.1% | 0% | i
COc1ccc(NC(=O)c2oc3ccccc3c2NC(=O)c2cc3ccccc3o2)c(OC)c1
  x | 38%[activator] | -12% | x | -4% | 1% | -1.0% | 2% | i
CC1CCC(C(=O)NC(C(=O)NCCCN2CCOCC2)C(C)C)CC1 (stereo unspecified)
  0% | u | 1% | 15 | 6% | -1% | -0.1% | 0% | i
Oc1cc(O)c2c(c1)O[C@H](c1ccc(O)c(O)c1)[C@@H](O)C2
  1% | 13% | -17% | 19 | -3% | -8% | 0.3% | 3% | i
O=C(CCc1nc2ccccc2s1)c1ccccc1
  -2% | -4% | 15% | 1 | -23% | 36%[activator] | 2.6% | -1% | i
O=C(CCSCc1cccc(Cl)c1)NC1CCCC1
  3% | 9% | 0% | -1 | 5% | 5% | 0.1% | 8% | i
COC(=O)CSc1nnc(CNC(=O)c2ccccc2F)n1-c1ccccc1
  -2% | 0% | 25% | u | -1% | -3% | 0.6% | 6% | i
COc1ccc(OCCN2C(=O)c3ccccc3C2=O)cc1
  -1% | 6% | 2% | -5 | -2% | -25% | 2.1% | 3% | u
COc1ccc(C2CC(=O)Oc3cc4c(cc32)OCO4)cc1 (stereo unspecified)
  -16% | u | 18% | 17 | 0% | 6% | -0.4% | -2% | i
CN(C)C(CNC(=O)c1cccc(NS(=O)(=O)c2ccc(Br)cc2)c1)c1ccco1 (stereo unspecified)
  4% | 0% | 15% | 5 | -35% | 6% | -0.5% | -19% | i
Cn1/c(=N\NC(=O)C2CCCCC2)sc2ccccc21
  -7% | -4% | u | 8 | -12% | 20% | 3.9% | 1% | i
CCCc1[nH][nH]c(=O)c1C(c1cccc(Cl)c1)C(C#N)C#N (stereo unspecified)
  u | -5% | u | -14 | -23% | -25% | 3.5% | -18% | i
CCCCC[C@H](C)N1C[C@H](COCc2ccccc2)Oc2cc(N3CCC[C@@H]3CO)ccc2S1(=O)=O
  x | x | x | u | x | 0% | 5.9% | x | u
CS(=O)(=O)N(CC(=O)Nc1ccc(S(=O)(=O)N2CCOCC2)cc1)c1ccccc1Br
  -4% | 5% | u | -4 | 2% | -8%[11.3 µM] | 2.0% | 3% | i
O=C(NNS(=O)(=O)c1ccc2ccccc2c1)c1cccs1
  -2% | 1% | -12% | -10 | -25% | -9% | 4.1% | 4% | i
COc1ccc(OCc2cc(C(=O)NC(C)c3cnn(C)c3)no2)c(Cl)c1 (stereo unspecified)
  0% | -6% | u | -20 | -17% | 22% | 0.5% | 1% | i
Cc1ccc(Cl)cc1N1CCN(C(=O)C2CCN(S(=O)(=O)c3ccc4c(c3)oc(=O)n4C)CC2)CC1
  x | 0% | x | x | -14% | x | 0.7% | -1% | x
O=S(=O)(Nc1cnc2ccccc2c1)N1CCCCCC1
  0% | -5% | x | 23 | 10% | 20% | 4.2% | 4% | u
COc1cccc(N2CCN(C(=O)Cn3ncc4c(=O)oc5ccccc5c43)CC2)c1
  x | -11% | 15% | x | -9% | -23% | -0.7% | 0% | i
CC(=O)Nc1cc(-c2cccc(CO)c2)cn2c(-c3cccc(C(F)(F)F)c3)cnc12
  x | 2% | x | -14 | -1% | 6% | 1.8% | x | i
